NTR1 ag – agonists of NTR1, primary screen, imaging, U2OS cells, beta-arrestin-GFP, high content (AID 493036); activation, % at 20 µM; NTR1-U2OS beta-arrestin-GFP spot imaging, agonist mode; Neurotensin receptor type 1 (Homo sapiens), P30989; actives 0.17% (n = 330,000);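 active = activation at or above 40% of the spot to cytoplasm intensity ratio, with at least 20 cells analyzed; inconclusive = wells under 20 cells, flagged as cytotoxic or low count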;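 note: 0% = DMSO without peptide and 100% = 100 nM NTR1 peptide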
Target sequence (P30989 whole entry, looked up): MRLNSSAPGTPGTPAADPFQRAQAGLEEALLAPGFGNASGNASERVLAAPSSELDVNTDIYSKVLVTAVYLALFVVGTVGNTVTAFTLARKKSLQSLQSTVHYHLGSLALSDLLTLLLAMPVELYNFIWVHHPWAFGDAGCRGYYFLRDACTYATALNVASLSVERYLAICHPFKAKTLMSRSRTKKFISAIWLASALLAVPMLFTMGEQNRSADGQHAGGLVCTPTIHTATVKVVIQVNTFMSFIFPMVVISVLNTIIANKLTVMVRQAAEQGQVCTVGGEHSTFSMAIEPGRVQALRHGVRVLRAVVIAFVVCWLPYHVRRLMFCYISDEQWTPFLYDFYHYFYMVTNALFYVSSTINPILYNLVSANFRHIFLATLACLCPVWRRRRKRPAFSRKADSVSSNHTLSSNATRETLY
GPR35 arrestin U2OS – GPR35 antagonists blocking zaprinast-driven arrestin recruitment, primary screen, imaging, U2OS, beta-arrestin-GFP, zaprinast agonist (AID 2058) | actives 0.052% (n = 290,000) | U2OS GPR35 beta-arrestin-GFP translocation imaging, zaprinast antagonism; higher % means a stronger effect | one-dose inhibition, % at 10 µM; IC50 in µM for titrated hits | G-protein coupled receptor 35 (Homo sapiens);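 active = inhibition of at least 50% with at least 30 cells and total cytoplasm GFP at most 10,000,000; inconclusive = under 30 cells or total GFP of 10,000,000 plus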
Siah-1 displacement – Siah-1 peptide-binding antagonists, primary screen, biochemical, fluorescence polarization, rhodamine-plectin, uHTS (AID 1817) | E3 ubiquitin-protein ligase SIAH1 (Homo sapiens) | Siah-1 / rhodamine-plectin peptide fluorescence polarization; higher % means a stronger effect | displacement, % at 20 µM; hits with a dose series show IC50 in µM | actives 0.02% (n = 290,000);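 active = displacement of at least 50% at 20 µM, with a fluorescence ratio check between 0.3 and a set limit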;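 note: plate controls were Siah plus tracer with DMSO for no effect and tracer alone without Siah for full effect; strong numbers were not always called active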
LYP phosphatase – inhibitors of LYP phosphatase, biochemical, fluorescence intensity, uHTS (AID 1779) | Tyrosine-protein phosphatase non-receptor type 22 (Homo sapiens) | inhibition, % at 11.5 µM; hits with a dose series show IC50 in µM | recombinant LYP phosphatase, fluorescence intensity; higher % means a stronger effect | actives 0.054% (n = 290,000); in the data active = inhibition above about 50%;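 note: plate controls were vehicle with enzyme for no effect and no enzyme for full effect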
Rac1 GTP hydrolysis – MgcRacGAP GTPase-activating activity inhibitors, confirmation, biochemical, ADP Hunter fluorescence; inhibition, % at 30 µM, or IC50 in µM where a hit was titrated; AID 624330, 2012; actives 0.6% (n = 340,000); MgcRacGAP-stimulated Rac1 GTP hydrolysis, ADP Hunter fluorescence; higher % means a stronger effect; GST-tagged Rac1 F28L mutant substrate;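 active = first-screen hits whose inhibition reached a set limit at any dose in the follow-up dose series; inconclusive = inhibition above the set first-screen limit but never retested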;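 note: fluorescence reports GDP produced by GAP-driven GTP hydrolysis; strong numbers were not always called active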
HIV peptide binding – inhibitors of HIV fusion peptide binding, primary screen, biochemical, uHTS, fluorescence dequenching (AID 1986); actives 0.3% (n = 290,000); inhibition, % at 20 µM; hits with a dose series show IC50 in µM; cell-free peptide binding, fluorescence dequenching, 30 min; higher % means a stronger effect; in the data active = inhibition mostly above about 52%, no sharp cut-off; inactive = mostly below about 76%; note: some results filed as inactive read as strong as hits
GPR55 antagonists – GPR55 antagonists blocking LPI-driven arrestin recruitment, primary screen, imaging, U2OS, beta-arrestin-GFP, LPI agonist (AID 2013); inhibition, % at 10 µM, or IC50 in µM where a hit was titrated; actives 0.13% (n = 290,000); U2OS GPR55 beta-arrestin-GFP translocation imaging, LPI antagonism; higher % means a stronger effect; G-protein coupled receptor 55 (Homo sapiens);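 active = spots per cell inhibited over 60%, with over 100 cells counted and total cytoplasm intensity under 500,000; inconclusive = wells with under 100 cells, flagged as likely toxic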;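 note: U2OS cells stably carrying GPR55 and arrestin-GFP stimulated by 5 µM LPI near EC80; imaged beta-arrestin-GFP aggregate spots per cell after agonist stimulation; plate controls were LPI-stimulated DMSO wells for no effect and DMSO wells without LPI for full effect; some results filed as inactive read as strong as hits; confirmed hits need IC50 under 10 µM and bright autofluorescent wells are also inconclusive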
PhoP inhibition – inhibitors of PhoP regulon expression, primary screen, Salmonella Typhimurium, GFP reporter (AID 1863) | S. Typhimurium PhoP-regulated promoter GFP reporter, 4 h; higher % means a stronger effect | inhibition, % at 50 µM; hits with a dose series show IC50 in µM | actives 0.16% (n = 300,000);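 active = inhibition over 29.93%, a cutoff 3 SD above the screen mean, later confirmed by dose response; inconclusive = inhibition over 29.93% but no dose response follow-up; inactive = inhibition at most 29.93% or unconfirmed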;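 note: 0% = low Mg2+ inducing control and 100% = high Mg2+ repressing control; strong numbers were not always called active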
Myeloid diff MLP – induction of myeloid progenitor differentiation, primary screen, cell-based, flow cytometry, MLPCN library. ER-HoxA9 myeloid progenitors, lysozyme-GFP differentiation. calls only at 10 µM. actives 1% (n = 360,000);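 active = normalized GFP-positive differentiation at or above the plate's own cutoff, the solvent-only control mean plus 3 SD; inconclusive = no clear call, values can overlap the other calls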;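 note: cells exposed to compound for four days before flow analysis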
NTR1 ag cell count 20 µM – second read-out of NTR1 ag, no call of its own (marks repeat the call); cell count; measured here: cell count, cytotoxicity flag
Myeloid diff MLP GFP+ MAC1+ % – second read-out of Myeloid diff MLP, no call of its own (marks repeat the call); GFP+ MAC1+ double positive, %; measured here: differentiation confirmed by MAC1 staining
Numbers without * were called inactive; i = inactive; ? = inconclusive; . = not tested or not shown. Compounds were not picked by outcome; about 2.4% have a hit in one of these screens.

SMILES | NTR1 ag | NTR1 ag cell count 20 µM | GPR35 arrestin U2OS | Siah-1 displacement | LYP phosphatase | Rac1 GTP hydrolysis | HIV peptide binding | GPR55 antagonists | PhoP inhibition | Myeloid diff MLP | Myeloid diff MLP GFP+ MAC1+ %
Cc1cc(C(=O)CN2C(=O)NC3(CCCc4ccccc43)C2=O)c(C)n1Cc1cccs1 (centres undefined) | 4.3 | 49 | 5.7% | 1.4% | 7.7% | 9.1% | -2.7% | 4.1% | 8.9% | i | 1.2
CC(Oc1ccc2c3c(c(=O)oc2c1)CCC3)C(=O)NCCN1CCOCC1 (centres undefined) | -0.1 | 68 | -7.8% | -4.4% | 0.7% | 11.2% | 0.4% | 5.6% | -5.1% | i | 1.8
COc1ccc(OCC(O)CN2C(=O)c3ccccc3S2(=O)=O)cc1 (centres undefined) | -1.3 | 45 | -17.7% | 2.4% | -4.0% | 7.4% | 1.5% | -16.6% | 3.5% | i | 1.1
COC(=O)CSc1nsc(SCC(=O)OC)n1 | 3.0 | 90 | 2.5% | -3.1% | -5.1% | 8.4% | -0.6% | 14.4% | 3.3% | i | 1.8
Cc1cccc(Nc2nnc(SCC(=O)NC3CCCc4ccccc43)s2)c1C (centres undefined) | 5.8 | 34 | 5.8% | -4.0% | 3.0% | -3.2% | 0.1% | 2.0% | 1.7% | i | 0.4
CCCNc1c(NC(=O)COc2ccc(Cl)cc2)c(=O)oc2ccccc12 | 0.4 | 48 | 16.5% | -0.9% | -9.3% | 5.5% | 0.3% | 19.2% | -3.4% | i | 1.4
CCOC(=O)N/N=C\c1ccc([N+](=O)[O-])s1 | 0.2 | 32 | -9.2% | 8.6% | -4.0% | 5.9% | 8.2% | -5.9% | -6.5% | i | 0.4
Oc1ccc(Cl)cc1C=Nc1ccc(Br)cc1 | 0.3 | 65 | -12.8% | -1.3% | -7.8% | 7.2% | 0.2% | -5.6% | -10.3% | i | 0.3
CCn1cc(C(=O)NCc2cccnc2)c(=O)c2cc(F)c(N3CCN(C(=O)c4ccco4)CC3)cc21 | 0.1 | 52 | -15.2% | 5.3% | -8.8% | 3.5% | -2.7% | 5.2% | 21.4% | i | 0.6
Cc1ccc(NC(=S)NCCN2CCOCC2)cc1C | 2.4 | 67 | -9.5% | 2.2% | -6.5% | 5.1% | -2.4% | 9.4% | -7.2% | i | 6.1
CCCn1nc(C(=O)Nc2nnc(CC)s2)c2ccccc2c1=O | 2.3 | 60 | 20.4% | -5.1% | -9.1% | 1.3% | -1.1% | 5.0% | 12.1% | i | 0.4
CN1CCCN(Cc2ccc(Cl)cc2Cl)CC1 | 0.1 | 38 | 16.0% | -0.2% | -2.6% | 24.6% | -3.5% | -22.2% | 3.0% | i | 2.9
Cc1ccccc1-n1cc(CNC(=O)C2CCC(=O)N(C3CC3)C2)cn1 (centres undefined) | -0.3 | 64 | -0.9% | 0.1% | -2.5% | 3.8% | 1.3% | 9.7% | -6.2% | i | 1.5
COc1ccc(NC(=O)c2c(OC)cccc2OC)c(OC)c1 | 1.7 | 49 | 0.0% | 1.6% | -1.8% | 8.0% | -2.1% | 12.6% | 9.5% | i | 0.8
CCC(=O)N(CCC(Cc1ccccc1)c1ccco1)Cc1ccco1 (centres undefined) | 4.4 | 58 | 5.9% | 1.0% | 1.1% | 6.3% | 0.7% | 6.1% | . | i | 0.8
CCN1CCCC1CNC(=O)C1CCCN(S(=O)(=O)c2cccc3nsnc23)C1 (centres undefined) | 1.0 | 51 | -15.9% | 1.0% | -3.0% | 3.6% | 1.7% | -13.2% | -6.6% | i | 1.6
Cc1cccc(-n2nnnc2-c2cnccc2C(F)(F)F)c1C | -0.3 | 59 | 9.9% | 1.7% | -4.9% | -3.6% | -2.3% | 6.5% | -9.6% | i | 0.8
COC(=O)C1=CO[C@@H](O[C@@H]2OC(CO)[C@@H](O)[C@@H](O)[C@@H]2O)C2C1CC[C@]2(C)O (some centres undefined) | -2.6 | 86 | . | . | . | 0.7% | . | . | -3.2% | i | 2.4
Cn1c(O)c(N=Nc2ccccc2)c2ccccc21 | 6.4 | 96 | -7.4% | -1.9% | -12.8% | 6.0% | -1.0% | 3.0% | -6.7% | i | 0.8
COc1ccccc1OCCCCn1c(C(C)O)nc2ccccc21 (centres undefined) | 1.5 | 60 | -2.7% | 3.4% | -3.9% | 9.6% | -0.5% | -4.1% | -4.0% | i | 0.5
Cc1ccc(C)c(C(=O)OCC(=O)Nc2ccc(N3CCOCC3)cc2)c1 | 1.7 | 60 | -12.2% | 1.1% | 1.7% | 8.9% | 0.3% | 3.8% | 0.8% | i | 2.7
Cc1ccc(N2CC(C(=O)NCc3ccc(C)n3C)CC2=O)cc1 (centres undefined) | 1.9 | 56 | 1.5% | -3.3% | -7.7% | 6.5% | 3.8% | 4.2% | 1.2% | i | 0.9
CCOC(=O)C1=C(CNCc2ccccc2Cl)NC(=O)NC1c1cccc([N+](=O)[O-])c1 (centres undefined) | 3.3 | 63 | 0.4% | -0.7% | 4.3% | -18.1% | -1.2% | 11.7% | -4.7% | i | 0.2
CCCOc1c(Cl)cc(C(=O)Nc2ccc3c(c2)OCO3)cc1OCC | -3.0 | 81 | -13.4% | -2.7% | -7.2% | 0.2% | -0.7% | -10.4% | -2.9% | i | 1.9
CC(=O)c1cccc(OCc2cc(C(=O)N(C)Cc3ccc(C)o3)no2)c1 | 2.7 | 56 | -12.5% | 3.9% | -5.3% | 9.9% | -0.5% | 0.9% | -8.2% | i | 0.4

(continued)
SMILES | NTR1 ag | NTR1 ag cell count 20 µM | GPR35 arrestin U2OS | Siah-1 displacement | LYP phosphatase | Rac1 GTP hydrolysis | HIV peptide binding | GPR55 antagonists | PhoP inhibition | Myeloid diff MLP | Myeloid diff MLP GFP+ MAC1+ %
COc1ccc(Cl)cc1NC(=O)c1ccco1 | -1.6 | 33 | 8.2% | 1.6% | -8.7% | 8.8% | -1.8% | 7.0% | 11.4% | i | 0.3
Cc1nc(=O)c(-c2ccccc2)c(C)n1-c1ccc(S(N)(=O)=O)cc1 | 0.0 | 38 | 5.5% | 1.2% | -6.8% | 7.1% | -0.2% | 8.0% | -11.0% | i | 0.7
COCCN1C(=O)C(=O)/C(=C(/O)c2ccc(S(=O)(=O)N3CCOCC3)cc2)C1c1cccc([N+](=O)[O-])c1 (centres undefined) | 0.0 | 79 | 6.2% | 3.5% | -2.1% | 4.1% | 2.4% | -10.3% | -4.0% | i | 1.0
CCN(CC)c1cc(Cl)c2nonc2c1N | -0.3 | 36 | 2.1% | 4.9% | -4.1% | -0.8% | -1.8% | 9.0% | -10.9% | i | 0.4
COCCNC(=O)c1cc(OC)c(OC)cc1[N+](=O)[O-] | -1.2 | 89 | 4.1% | 10.6% | -5.5% | 11.4% | 1.3% | -7.2% | -6.4% | i | 1.0
COc1ccc(NS(=O)(=O)c2cccc(Cl)c2)cc1S(=O)(=O)N1CCCCC1 | 3.7 | 63 | 2.7% | -0.2% | -0.2% | 1.7% | 1.4% | -1.8% | -2.5% | i | 0.6
O=C(CSc1ncc(-c2ccccc2)n1C1CCCC1)N1CCc2ccccc21 | 4.3 | 39 | 12.5% | -0.3% | 3.7% | 3.8% | -2.9% | 11.5% | -12.8% | i | 2.7
Cc1onc(-c2c(F)cccc2Cl)c1C(=O)Nc1nc2c(s1)CCCC2 | 2.6 | 73 | -16.5% | 0.1% | -2.3% | 4.9% | -1.3% | -1.4% | 0.0% | i | 0.6
CCOC(=O)N1CCN(c2cc(=O)n(-c3ccc(OC)cc3)c(=O)[nH]2)CC1 | 2.1 | 75 | 0.9% | 1.1% | -7.8% | 4.3% | 0.1% | 10.9% | 0.3% | i | 2.9
CC12CCC(C(=O)N/N=C/c3ccc(O)cc3O)(OC1=O)C2(C)C (centres undefined) | 2.6 | 57 | 7.9% | 12.8% | -5.6% | 15.4% | 5.1% | 18.7% | 1.4% | i | 0.0
Cn1c(=O)c2c(nc(N/N=C/c3ccc(OC(=O)c4ccco4)cc3)n2Cc2ccccc2)n(C)c1=O | 2.3 | 37 | -4.9% | 1.4% | 0.4% | -8.9% | -4.9% | 0.2% | -1.7% | i | 1.9
CC(C)(C)c1ccc(C(=O)Nc2ccc(C(=O)NCc3cccnc3)cc2)cc1 | 1.8 | 57 | 3.6% | 2.7% | -1.1% | 3.3% | -0.5% | -7.1% | -2.8% | ? | .
CN(C)S(=O)(=O)c1ccc(N)c([N+](=O)[O-])c1 | . | . | -0.2% | 4.8% | -4.0% | 9.9% | 1.3% | 16.6% | -4.1% | i | 1.0
CCCn1c(CC)nc([N+](=O)[O-])c1Sc1ccc(F)cc1 | 5.3 | 68 | 9.2% | -7.0% | -4.6% | 9.7% | -3.0% | -1.5% | 13.5% | i | 0.9
CCCn1cc2c(c1-c1ccc(C)cc1)c(=O)n(C)c(=O)n2C | 1.7 | 82 | 2.8% | 12.5% | -3.9% | 10.5% | 1.9% | -0.3% | 1.0% | i | 0.4
COc1cccc(NC(=O)CN(C)S(=O)(=O)c2ccc3c(c2)n(C)c(=O)c(=O)n3C)c1 | -1.2 | 41 | 6.2% | 3.0% | -6.0% | 13.5% | 2.1% | 8.1% | -6.3% | i | 1.2
COc1ccc2occ(NC(C)=O)c2c1 | 1.0 | 67 | 3.6% | 4.6% | -6.2% | 9.0% | 0.2% | 9.2% | 14.3% | i | 0.4
Cn1cccc1C(=O)N1CCN(S(=O)(=O)c2ccccc2)CC1 | -0.1 | 54 | . | . | . | 8.4% | . | . | 0.0% | i | 0.8

Limited to HIV peptide binding, NTR1 ag and Siah-1 displacement (two entries from above):
mol	HIV peptide binding	NTR1 ag	Siah-1 displacement
CCCOc1c(Cl)cc(C(=O)Nc2ccc3c(c2)OCO3)cc1OCC	-0.7%	-3.0	-2.7%
CC(=O)c1cccc(OCc2cc(C(=O)N(C)Cc3ccc(C)o3)no2)c1	-0.5%	2.7	3.9%
